# MMP13 inh – human MMP13 inhibitors, primary screen, biochemical, FRET peptide cleavage; MMP-13 fTHP FRET cleavage, Mca fluorescence; inhibition, % at 4 µM; 65,000 compounds, 0.07% hits;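 active = inhibition above the mean of compound-free control plate wells plus 3 SD, cut at about 14% in these data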;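 also: 0% = DMSO wells and 100% = wells with reference MMP-13 inhibitor after basal subtraction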
# 5HT1E ag – 5-HT1E receptor agonists, primary screen, cell-based, HTS. CHO 5-HT1E Ga15 NFAT-bla reporter, FRET; 0% DMSO wells, 100% control agonist wells. activation, % at 6 µM. 65,000 compounds, 0.69% hits;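 active = activation above a set limit, the screen-wide mean activation plus 3 SD, cut at about 8.5% in these data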;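 also: 100% = positive control agonist at 1 µM giving full maximal response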
# Target sequence (P28566 whole entry, looked up): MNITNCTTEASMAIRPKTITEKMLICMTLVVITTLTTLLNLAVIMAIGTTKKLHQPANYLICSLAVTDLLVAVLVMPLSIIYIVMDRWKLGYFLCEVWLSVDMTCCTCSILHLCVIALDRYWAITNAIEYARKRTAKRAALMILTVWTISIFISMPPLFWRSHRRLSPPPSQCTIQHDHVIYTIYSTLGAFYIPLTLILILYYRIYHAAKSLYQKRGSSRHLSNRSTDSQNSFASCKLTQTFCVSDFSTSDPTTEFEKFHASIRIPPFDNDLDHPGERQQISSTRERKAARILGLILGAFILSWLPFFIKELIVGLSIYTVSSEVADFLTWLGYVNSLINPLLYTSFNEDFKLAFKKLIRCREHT
# HER2 expr 66K – inhibitors of Her2 protein expression, primary screen, SKBR-3 cells, AlphaScreen, 66K library; Receptor tyrosine-protein kinase erbB-2 (Homo sapiens), P04626; SKBR-3 HER2 protein level, 18-24 h; active compounds read low; HER2 level % of control, % at 10 µM; 65,000 compounds, 0.69% hits; AID 645, 2007;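 active = HER2 level under 5% of the carrier-only control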;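 also: 100% = DMSO carrier and 0% = 500 nM PU-H71 HSP90 inhibitor; lower value means stronger loss of Her2 protein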
# 5-HT1A blocker – human 5-HT1a receptor antagonists, primary screen, cell-based, CHO, Ga15 NFAT-bla reporter; 5-hydroxytryptamine receptor 1A (Homo sapiens), P08908; CHO 5-HT1a Ga15 NFAT-bla reporter, antagonist mode; inhibition, % at 10 µM; 62,000 compounds, 0.68% hits;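 active = inhibition above the mean of all tested compounds plus 3 SD, cut at about 43% in these data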;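 also: receptor stimulated by 5-CT agonist at 100 nM near EC80; beta-lactamase reporter measured by ratiometric fluorescence of a cleavable substrate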
# Target sequence (P08908 whole entry, looked up): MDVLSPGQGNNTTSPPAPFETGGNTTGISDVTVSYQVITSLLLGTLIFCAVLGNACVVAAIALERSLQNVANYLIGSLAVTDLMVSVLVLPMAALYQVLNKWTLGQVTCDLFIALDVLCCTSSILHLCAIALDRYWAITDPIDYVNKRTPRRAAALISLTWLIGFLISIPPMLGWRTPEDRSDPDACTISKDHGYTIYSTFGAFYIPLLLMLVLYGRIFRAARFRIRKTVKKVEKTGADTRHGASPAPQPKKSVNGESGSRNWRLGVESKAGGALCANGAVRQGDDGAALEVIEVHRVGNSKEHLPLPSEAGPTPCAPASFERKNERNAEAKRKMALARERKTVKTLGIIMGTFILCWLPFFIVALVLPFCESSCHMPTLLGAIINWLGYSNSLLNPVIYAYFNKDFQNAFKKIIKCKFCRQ
# HTR1E antagonist – 5-HT1E receptor antagonists, primary screen, cell-based, HTS; CHO 5-HT1E Ga15 NFAT-bla reporter, FRET, antagonist; 65,000 compounds, 0.99% hits; 5-hydroxytryptamine receptor 1E (Homo sapiens), P28566; inhibition, % at 6 µM; AID 571, 2007;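 active = inhibition above a set limit, the mean inhibition across every tested compound plus 3 SD, cut at about 29% in these data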;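 also: signal is the 460 over 535 nm emission ratio of beta-lactamase substrate; 0% = agonist plus DMSO wells and 100% = wells without agonist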
# Abs 340nm – compound light absorbance at 340 nm, profiling panel, artefact control, biochemical, MLSMR library, data from PS, PMK, MK assays | compound absorbance at 340 nm, fold over control | fold change at 10 µM | 65,000 tested, under 10 active;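 active = at 10 µM dose, initial 340 nm absorbance at least 2 fold that of control wells; inactive = change under 2 fold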;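 also: initial absorbance extrapolated from kinetic A340 decline of NADH oxidation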
# S1P1 ag-PAM – S1P1 agonists and agonism potentiators, primary screen, cell-based, primary and confirmation screens, CRE-bla reporter; 56,000 compounds, 0.57% hits; S1P1 CRE-bla cells, forskolin, beta-lactamase FRET, potentiator mode; S1P1 agonist co-added at EC20, 2 nM; 100% = saturating reference agonist, 0% = basal; activation, % at 9.5 µM; Sphingosine 1-phosphate receptor 1 (Homo sapiens), P21453; AID 449, 2006;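 active = activation above a cutoff set at the mean activation of all tested compounds plus 3 SD, cut at about 54% in these data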;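 also: forskolin at 4 µM as EC80 and the EC20 agonist is SEW2871; 100% = SEW2871 at its EC100 plus forskolin at EC80; some compounds past the cut are filed as inactive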
# S1P3 agonist – human S1P3 receptor agonists, primary screen, cell-based, primary and confirmation, NFAT-BLA reporter; Sphingosine 1-phosphate receptor 3 (Homo sapiens), Q99500; 60,000 compounds, 0.1% hits; activation, % at 4.5 µM; S1P3 NFAT-BLA reporter cells, agonism, FRET ratio; relative to 1 µM S1P, basal subtracted; AID 373, 2006;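 active = activation above the screen-wide mean plus 3 SD, cut at about 4.5% in these data, passing the limit was not always enough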; also: some compounds called inactive have numbers as strong as hits
#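 Assay system: CHO cells stably expressing human S1P3, Gα16 and NFAT-β-lactamase reporter. Timing: overnight plating, 4 h compound 37 °C, 2 h substrate RT. Signal: β-lactamase FRET emission ratio 460/535 nm. Measure: percent activation versus median 1 µM S1P response, basal-subtracted, per plate. Repeats: primary screen single test, confirmation screen in triplicate.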
# Fluor 339 460 – intrinsic fluorescence of library compounds, ex339/em460 – biochemical, MLSMR library, data from DPM-DC assay, artefact control, profiling panel | compound autofluorescence, ex339/em460 nm, NADH buffer; active compounds read high; 1 = no-compound wells, NADH background | fluorescence fold increase at 10 µM | 65,000 compounds, 5.5% hits | AID 709, 2007;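 active = at 10 µM, mean starting fluorescence two-fold or more over control wells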;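 also: signal is the first read of a kinetic run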
# The depositor's hits bear a star; · = not tested or not shown; [ ] = another dose, or the depositor's remark.
SMILES,MMP13 inh,5HT1E ag,HER2 expr 66K,5-HT1A blocker,HTR1E antagonist,Abs 340nm,S1P1 ag-PAM,S1P3 agonist,Fluor 339 460
Cn1cc(S(=O)(=O)NCc2ccco2)c(=O)n(C)c1=O,-2,0.5,109,-11,-6,1,10,0.1,1.1
O=C(COC(=O)c1ccncc1)NCc1ccccc1,1,0.0,76,5,3,1,26,-0.9,1.1
O=C(CCc1nc2ccccc2s1)N1CCN(S(=O)(=O)c2cccs2)CC1,-1,-0.5,109,6,7,1,-20,-0.9,1.1
CCC(=O)N(Cc1cccs1)C1CCOC(C)(C)C1 (configuration not stated),-2,1.4,99,·,-6,1,-10,0.6,1.1
O=C(c1coc2ccc(O)c(CN3CCOCC3)c12)C1CC1,3,0.5,100,-11,-1,1,-11,0.4,1.1
Cc1cc(N2C(=O)C(=O)/C(=C(/O)c3ccc(F)cc3)C2c2ccc(F)cc2)no1 (configuration not stated),2,0.5,72,·,-7,1.1,-3,2.3,1
CC1(C)CC(OC(=O)c2ccco2)CC(C)(C)N1O,-3,-0.1,74,-8,9,1,-1,0.5,0.97
Cn1ncc(N=Cc2ccccc2O)c1C(=O)Nc1ccccc1,-8,-0.1,162,·,-9,1.1,-9,-1.5,1.1
COc1ccc(CNc2nc3c(c(=O)n(Cc4ccc(Br)cc4)c(=O)n3C)n2C)cc1,-4,0.3,56,-8,-3,0.99,0,-0.4,1.1
COc1ccccc1N1CCN(S(=O)(=O)c2ccccc2F)CC1,2,0.6,96,7,-1,1,-11,-1.0,1.1
C=C(Cl)COc1ccc2c(C)cc(=O)oc2c1,-38,0.7,121,-10,-10,1,-3,-1.0,1.7
O=C1CC(C(=O)Nc2ccccc2)C2(CCCC2)O1 (configuration not stated),6,14*,107,1,1,0.98,·,·,1
O=C(NCc1ccccc1)C1CCN(S(=O)(=O)N2CCCCCC2)CC1,-4,-0.4,124,-1,4,1,13,-1.1,1.1
COc1ccc(S(=O)(=O)N2CCC(C(N)=O)(N3CCCCC3)CC2)cc1,4,-0.1,76,-4,-1,1,-18,-0.4,1
CCC(C)(C)n1nnnc1CN(Cc1cc2cc(OC)ccc2[nH]c1=O)C1CCCC1,-3,0.1,131,15,-10,1,-21,27,1.6
CCOC(=O)C1CCN(Cc2ccc(O)c3ncccc23)CC1,-10,-0.7,77,8,26,1,19,-1.7,1.5
O=C(Nc1ccc(CN2CCOCC2)cc1)c1cccs1,0,0.1,91,-10,5,1.1,10,-0.8,1.2
O=c1oc2ccccc2c2c1ncn2C1CCCCC1,2,-0.3,118,-6,11,1.1,-5,0.0,1.1
Cc1cc(C)c(NC(=O)NC(=O)c2cccc(F)c2)c(C)n1,-1,0.1,94,8,-10,1,-19,-1.4,1.1
CCOC(=O)c1ccccc1NC(=O)c1ccc(N(C)S(C)(=O)=O)cc1,5,-0.8,52,9,3,0.99,-1,0.1,1.1
O=C(NCCc1c[nH]c2ccccc12)c1ccc(S(=O)(=O)NCc2ccco2)cc1,6,13*,70,7,10,1,·,·,1.1
c1coc(CN(Cc2cccs2)Cc2nnnn2C2CCCCC2)c1,-3,-1.7,83,22,13,0.98,15,0.4,1.1
O=C(COc1ccc(Cl)cc1Cl)NC1CCSC1=O (configuration not stated),1,-0.7,74,-12,2,1,0,0.1,1.1
O=C(CNC(=O)c1ccco1)OCC(=O)c1ccccc1,-6,0.2,48,-6,-7,1,·,-0.9,1.1
NC(=O)c1cnn(Cc2ccc(Cl)cc2)c1N,-5,-0.3,100,5,7,0.99,-22,-1.0,1.1
CC(=O)C1=C(NC(=O)c2ccccc2F)C[C@@H]2[C@H]1C2(C)C,-1,-0.2,94,·,17,1,46,-0.9,1
O=C(Cn1cnc2c(oc3ccccc32)c1=O)N1CCN(c2ccccc2)CC1,3,0.4,93,-14,8,1,·,·,1.1
Cc1ccc(-c2c(C)n([O-])c3c([n+]2=O)CCCCC3)o1,3,-0.2,197,-16,4,1.1,·,·,1.1
O=C(NCC(c1cccnc1)N1CCOCC1)c1cccs1 (configuration not stated),-2,0.4,87,-14,5,1,3,0.4,1
CC1CN(S(=O)(=O)c2cccc(C(=O)NCc3ccc4c(c3)OCO4)c2)CC(C)O1 (configuration not stated),3,0.1,80,6,3,1,12,-0.1,1.1
Cc1ccc2c(c1)nnn2C1CCN(CC(=O)Nc2ccc3c(c2)OCCO3)CC1,0,-1.5,102,-5,11,0.98,-2,0.2,1.1
COC(=O)c1ccccc1NC(=O)c1noc2c1CCCC2,-9,0.0,73,-6,1,0.97,-26,0.0,0.95
COC(=O)c1nc(NC(C)=O)n[nH]1,0,0.2,89,0,-2,0.99,-16,-1.5,1.1
CCOc1cccc(/C(O)=C2/C(=O)C(=O)N(CCOC)C2c2ccco2)c1 (configuration not stated),4,-0.1,70,4,-1,1.1,·,·,1.1
CCSc1nc(N2CCOCC2)c2c(c1C#N)CCCC2,-1,0.6,90,-15,4,0.99,54,4.7*,1.1
CC(C)n1c(CCC(=O)O)ccc1-c1ccccc1,-25,0.2,101,8,-14,1.1,-16,-1.2,1.3
Cc1nc2nc(-c3ccccc3)cn2nc1C,-173[fluorescence artefact?],2.6,96,-4,3,1.1,·,·,2.2*
CC(C)N=C1SCC(C)(/C=N/O)S1 (configuration not stated),4,0.4,72,-3,6,1,6,-1.4,1.1
CC1(C)CC(=O)c2sc(NS(C)(=O)=O)nc2C1,2,-0.2,102,-2,5,1.1,10,-0.1,1
CCCCOC(=O)C1C2C=C[C@]3(CN(C(C)c4ccc(OC)cc4)C(=O)[C@H]13)O2 (some centres not stated),-4,-0.3,112,-8,-8,0.99,5,0.5,1.1
O=C1CC(c2ccccc2)Cc2nc(N3CCc4ccccc43)ncc21 (configuration not stated),-1,0.2,104,0,-1,1,-11,-0.4,3*
Clc1ccc(OCc2nnc(SCc3nnc(-c4ccccc4)o3)o2)c(Cl)c1,5,-0.1,102,18,-4,1,3,-1.0,1.1
CCOC(=O)c1c(C)n(C)c2ccc(OC)c(NC(=O)CN3CCN(Cc4ccccc4)CC3)c12,11,-1.2,138,·,8,1,4,-1.7,1.1
O=C(CN1C(=O)c2cccc3cccc1c23)Nc1cccnc1,-8,-0.2,95,4,-2,1,·,·,2.1*
CCCCSc1nnc(C)c(=O)[nH]1,5,0.8,209,-10,-9,1,·,·,1.1
Cc1ccc(F)cc1NC(=O)c1cccc(N(C)C)c1,1,0.3,88,4,4,1,-2,-0.6,1.3
Nc1ccc2oc3ncccc3c(=O)c2c1,-4,-1.1,90,·,2,1,-1,-4.3,1.1
Cc1ccc(-c2nc(C3CCCN(S(=O)(=O)c4ccc(C)cc4)C3)no2)cc1 (configuration not stated),0,1.2,109,-5,-7,1,4,-0.4,1.1

# Part of the list above in order of number of heavy atoms, ascending:
SMILES,MMP13 inh,5HT1E ag,HER2 expr 66K,5-HT1A blocker,HTR1E antagonist,Abs 340nm,S1P1 ag-PAM,S1P3 agonist,Fluor 339 460
CC1(C)CC(=O)c2sc(NS(C)(=O)=O)nc2C1,2,-0.2,102,-2,5,1.1,10,-0.1,1
O=C(CN1C(=O)c2cccc3cccc1c23)Nc1cccnc1,-8,-0.2,95,4,-2,1,·,·,2.1*
CCOC(=O)c1c(C)n(C)c2ccc(OC)c(NC(=O)CN3CCN(Cc4ccccc4)CC3)c12,11,-1.2,138,·,8,1,4,-1.7,1.1

# (next part)
SMILES,MMP13 inh,5HT1E ag,HER2 expr 66K,5-HT1A blocker,HTR1E antagonist,Abs 340nm,S1P1 ag-PAM,S1P3 agonist,Fluor 339 460
Cc1ccc(/C=N/n2nnnc2N)o1,0,-0.3,157,·,-1,1,0,-5.9,0.96
COCC(=O)NC1CCN(S(=O)(=O)c2ccc(C(=O)O)cc2)CC1,6,0.1,75,-11,-3,1.1,·,·,1.1
CCOC(=O)CSc1nc(N)c(C#N)c(CC(C)C)c1C#N,0,-0.1,98,-14,3,1.1,-2,0.7,1.2
COc1cccc(NC(=O)CSc2nc(N)cc(N)n2)c1,4,-0.8,125,-3,4,1,12,-1.6,1.1
CCOC(=O)N1CC=C2C(C#N)=C(N)C(C#N)(C#N)[C@H](c3ccc(OC(C)C)c(OCC)c3)[C@H]2C1,-2,-0.4,114,0,-5,1.1,15,-1.2,1.2
O=C(NCCN1C(=O)C2C3C=CC(C3)C2C1=O)N1CCCCC1 (configuration not stated),-11,0.4,117,-8,2,0.98,10,0.2,1
NC1=NC(c2cccc(O)c2)n2c(nc3ccccc32)N1 (configuration not stated),1,0.3,89,-3,0,1,13,-0.7,1
COc1cc(CNCCO)ccc1OCC(=O)Nc1ccc(Br)cc1,6,-0.6,82,2,2,1,5,-2.0,1.1
COc1ccc(S(=O)(=O)N2CCCN(S(=O)(=O)c3ccc(OC)cc3C)CC2)c(C)c1,6,-0.2,95,3,5,1,9,-1.5,1
CCC(C)(c1ccc(C(=O)OC)s1)c1ccc(C(=O)OC)s1,4,0.1,65,26,11,1,-22,-1.1,1.1
O=C(CSc1nc2ccccc2s1)Nn1cnnc1,3,0.6,104,·,3,1,-2,-1.4,1.1
COC(=O)CCSCc1cn2cc(Cl)ccc2n1,5,-1.0,83,-5,-1,0.99,-8,-0.6,1
O=C(c1cccc(-n2cnnn2)c1)N1CCOCC1,-1,-1.1,125,5,-10,1.1,-12,-0.3,1.1
O=C(O)c1cccc(S(=O)(=O)N2Cc3ccccc3C2)c1,8,0.0,82,4,-8,1,-3,-1.6,1.1
CCOC(=O)C1CCN(C(=O)COc2ccc(Cl)cc2Cl)CC1,-3,0.0,112,4,-4,0.97,-13,0.2,1
CCCS(=O)(=O)Nc1c(C(=O)O)[nH]c2ccccc12,-70[fluorescence artefact?],-0.7,91,9,14,1,16,-0.7,1.6
O=C(Nc1ccccc1C(F)(F)F)c1cc(-c2cccc(O)c2)on1,7,0.4,97,-6,-11,0.97,-28,0.5,1.1
COc1ccc(NC(=O)CC2C(=O)N(c3ccc(OC)cc3)C(=O)N2CCN2CCN(C)CC2)cc1 (configuration not stated),2,0.0,86,10,-7,1,-7,0.0,1.1
COC(=O)c1[nH]c2cc(C)ccc2c1NC(=O)CN1CCCc2ccccc21,-4,1.9,60,18,-2,1,-4,0.2,1.4
COC(=O)CSCc1nc2ccccc2[nH]c1=O,-7,-0.1,80,3,-6,1.1,23,-1.7,1.5
N#CC1=C(N)S[C@H](C(=O)C23CC4CC(CC(C4)C2)C3)[C@H]1c1ccncc1,4,0.5,27,4,0,0.99,-14,-0.7,1
COCCNC(=O)c1sc2nc(-c3ccccc3)cn2c1C,-3,0.3,103,10,7,1,16,-0.9,1.1
